Source: PubChem (several laboratories)
TCR CD3 inh: inhibitors of human TCR-CD3 interaction | TAMRA-labeled TCR probe fluorescence, biochemical | 0.37% of 360,000 active | inhibition, % at 9.4 µM; in the data active means inhibition above about 19%;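 further: recombinant mutant TCR 2C K166C tagged with TAMRA read by polarization; 0% = receptor in buffer alone and 100% = receptor with positive control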
NR1D1 modulator: modulates human Rev-erb alpha binding to DNA. Rev-erbα–FITC-DNA binding, fluorescence polarization, 90 min. P20393. 0.79% of 370,000 active. activity, % at 10 µM;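 active means activity above about 14%, limit read from the data; passing the limit was not always enough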;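 further: 0% = DMSO wells with 35 nM protein and 100% = DMSO wells with 750 nM protein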
UHRF1 binding: UHRF1 methyl-DNA binding inhibition; Q96T88; UHRF1 binding to methylated oligo, TR-FRET; inhibition, % at 4.4 µM; 0.75% of 370,000 active; in the data active means inhibition above about 21%;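 further: UHRF1 SRA domain binding a hemimethylated CpG hairpin DNA probe; 0% = median of test compound wells and 100% = reference inhibitor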
MBD2 inh: MBD2-methylated oligo binding inhibition | TR-FRET, MBD2 binding to methylated oligonucleotide | AID 686964 | inhibition, % at 4.4 µM | Q9UBB5 | 0.31% of 370,000 active; in the data active means inhibition above about 13%
Target sequence (Q9UBB5 whole entry, looked up): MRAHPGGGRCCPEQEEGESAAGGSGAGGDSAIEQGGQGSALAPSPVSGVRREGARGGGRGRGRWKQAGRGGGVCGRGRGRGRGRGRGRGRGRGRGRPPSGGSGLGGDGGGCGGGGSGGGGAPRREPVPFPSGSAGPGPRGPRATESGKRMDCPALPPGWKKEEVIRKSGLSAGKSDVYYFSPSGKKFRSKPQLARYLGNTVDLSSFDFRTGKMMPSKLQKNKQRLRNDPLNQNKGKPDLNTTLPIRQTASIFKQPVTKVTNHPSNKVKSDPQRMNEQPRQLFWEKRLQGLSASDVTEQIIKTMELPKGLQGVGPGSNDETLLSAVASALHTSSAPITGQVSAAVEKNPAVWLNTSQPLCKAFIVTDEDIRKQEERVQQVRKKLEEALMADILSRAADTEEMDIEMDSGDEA
PRMT1 inh: inhibitors of human PRMT1; 1.3% of 370,000 active; Q99873; recombinant PRMT1, activity-based probe fluorescence polarization; inhibition, % at 2.79 µM;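 active means inhibition above about 21% made by adding two undisclosed values, limit read from the data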
PG9 binder: PG9 antibody binding by small molecule | 0.43% of 360,000 active | TR-FRET gp120-PG9 antibody binding | inhibition, % at 6.7 µM; in the data active means inhibition above about 8.5%
HTRA1 inhibitor: inhibitors of human serine peptidase HTRA1; AID 504803; Q92743; inhibition, % at 5.96 µM; recombinant HTRA1, FP-rhodamine activity-based probe, fluorescence polarization; 0.5% of 340,000 active; in the data active means inhibition above about 36%;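 further: 0% = enzyme with DMSO and 100% = wells lacking enzyme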
Target sequence (Q92743 whole entry, looked up): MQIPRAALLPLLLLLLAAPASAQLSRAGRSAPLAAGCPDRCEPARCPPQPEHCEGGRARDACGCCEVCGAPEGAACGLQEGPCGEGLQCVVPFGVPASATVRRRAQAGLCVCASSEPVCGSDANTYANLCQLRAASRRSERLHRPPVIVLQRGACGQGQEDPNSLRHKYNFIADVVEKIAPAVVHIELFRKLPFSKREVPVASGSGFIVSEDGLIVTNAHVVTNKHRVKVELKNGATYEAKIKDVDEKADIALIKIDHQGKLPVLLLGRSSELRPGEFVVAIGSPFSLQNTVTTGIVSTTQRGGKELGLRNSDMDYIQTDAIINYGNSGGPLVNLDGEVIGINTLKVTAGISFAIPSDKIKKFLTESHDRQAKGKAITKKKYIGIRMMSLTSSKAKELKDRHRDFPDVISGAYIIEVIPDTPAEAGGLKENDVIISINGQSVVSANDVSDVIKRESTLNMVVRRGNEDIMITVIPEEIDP
ABHD4 inh: inhibits mouse alpha/beta hydrolase domain 4; AID 720543; purified mABHD4, FP-Rh probe fluorescence polarization; 0.54% of 370,000 active; inhibition, % at 8.92 µM; Q8VD66;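 active means inhibition exceeding the mean over every tested compound plus 3 SD, cut at about 30% in these data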;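 further: 0% = plate median of compound wells and 100% = S159A mutant with DMSO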
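System: mouse ABHD4 enzyme, wild type / Medium: HEPES pH 7.0, NaCl, Pluronic buffer / Reagent: FP-Rh activity-based fluorescent probe / Control set: S159A mutant high control, sample median low control / Detection: fluorescence polarization with parallel and perpendicular emission, 525/598 nm / Schedule: 45 min + 60 min at 25 °C / Compound dosing: 8.92 µM, single dose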
rCAG RNA binder: r(CAG) repeat RNA binding; TO-PRO-1 dye displacement fluorescence; inhibition, % at 3 µM; 1.3% of 370,000 active;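 active means inhibition above the plate cutoff, the mean of all test compounds on that plate plus 3 SD, cut at about 35% in these data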;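 further: 0% = DMSO alone and 100% = 100 µM mitoxantrone as full dye displacement; higher means more dye released from RNA so lower well fluorescence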
LEDGF integ inh: blocks HIV-1 LEDGF/p75-dependent DNA integration; TR-FRET IN-LEDGF/p75 DNA integration, Eu/Cy5; inhibition, % at 3.7 µM; 0.64% of 370,000 active;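 active means inhibition above the screen-wide mean plus 3 SD, cut at about 13% in these data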;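 further: signal is the Cy5 over europium emission ratio at 671 and 618 nm; 0% = plate median of compound wells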
* = called active by the depositor; x = no result given. Some of the compounds tested (hit frequency here may not be typical).

Each structure is followed by: NR1D1 modulator, rCAG RNA binder, ABHD4 inh, PG9 binder, TCR CD3 inh, HTRA1 inhibitor, LEDGF integ inh, UHRF1 binding, MBD2 inh, PRMT1 inh
(1) COc1cc(C(=O)NC(=S)Nc2ccc3c(c2)OCO3)cc(OC)c1OC
    -3, -4, -3, -1.5, 4, x, 1, -2, 2, -1
(2) COc1cc(/C=C/CN2CCC(C(=O)NC(c3ccc(F)cc3)c3ccc4ccccc4n3)CC2)ccc1OC(C)=O (stereo not drawn)
    -3, 4, -7, -0.2, -1, x, -2, -1, 3, 0
(3) CCCCn1nc(C(=O)N2CCN(S(=O)(=O)c3ccccc3)CC2)c2ccccc2c1=O
    -4, -5, 6, 1.6, -10, -7, -5, -2, 3, 2
(4) CCc1cc2c(SCC(=O)Nc3cc(C)on3)ncnc2s1
    12, 4, -1, 22*, -4, -16, 0, -12, 3, 5
(5) O=C(Nc1cc(Cl)ccc1Cl)N1CCN(C(=O)Nc2cc(Cl)ccc2Cl)CC1
    -2, 1, -3, -0.9, -12, -5, 2, 2, 3, -3
(6) CC(=O)Nc1ccc(NC(=O)c2c(-c3ccccc3Cl)noc2C)c(C)c1
    4, -2, 4, 0.9, -1, 0, 3, -1, -1, -6
(7) COC(=O)c1sc(S(=O)(=O)Nc2ccc3cn[nH]c3c2)c(C(=O)OC)c1C
    -2, 22, 0, -0.1, 1, -1, -1, 1, 3, 0
(8) Cc1ccccc1N(C(=O)CNC(=O)c1ccco1)C(C(=O)NC1CCCCC1)c1ccncc1 (stereo not drawn)
    2, -3, -11, 0.6, -5, 0, -6, 6, 3, 6
(9) O=C(Nc1ccn(Cc2ccccc2)n1)c1ccc(F)cc1
    -4, 0, 0, -0.3, -5, 0, -1, 2, -2, -5
(10) Cc1ccc(NC(=O)NC(=O)CSc2nnc(-c3ccc(Cl)cc3Cl)n2N)c(C)c1
    -1, 1, -1, -1.8, 8, -1, 6, -2, 1, -2
(11) COc1ccc(C(Nc2cccc([N+](=O)[O-])c2)P(=O)(OC(C)C)OC(C)C)cc1 (stereo not drawn)
    -1, -5, -3, -1.8, 1, -8, 3, -3, -5, -3
(12) OC[C@H]1O[C@@H](c2nc(-c3cccc4ccccc34)no2)[C@H](O)[C@@H]1O
    4, 12, 1, 1.1, 5, x, 2, -2, 0, 0
(13) Cc1ccc(C)c(N(CC(=O)NC(C)C)C(=O)CCC(=O)Nc2ccccn2)c1
    3, -7, 4, 1.2, -2, 4, 1, 2, 4, -1
(14) CCCCN(CC)S(=O)(=O)N1CCC(C(=O)NCc2ccc(F)cc2)CC1
    3, -8, 1, -2.0, 7, 3, 3, -2, -1, 4
(15) CN1CCN(C2CN(C3CCCCC3)S(=O)(=O)C2)CC1 (stereo not drawn)
    5, 0, 3, -0.2, -1, x, -5, 0, 1, 1
(16) Cc1cc(C)c(C2=NOC3c4ccccc4OCC23)c(C)c1 (stereo not drawn)
    -7, 2, 1, -1.5, 7, x, 2, 1, 0, -2
(17) O=C(Nc1ccccc1Cl)c1ccccc1Oc1ccc(C(F)(F)F)cc1[N+](=O)[O-]
    2, 7, -14, -2.6, -12, -27, 4, -1, 2, -3
(18) Nc1ncnc2c1ncn2CCc1ccccc1
    1, 0, -6, 0.0, -1, -3, 1, -1, 5, -1
(19) CC(C)=C1C2CCC1C(C(=O)NCCc1ccccc1)C2C(=O)O (stereo not drawn)
    -3, -1, 0, -1.3, 5, 2, -3, 3, 3, -2
(20) COc1ccc(OCCSc2nnc(-c3ccc(OC)cc3)n2N)cc1
    5, -2, 2, 2.0, 8, 0, -1, -2, -4, -4
(21) COc1ccccc1CC(=O)NNC(=O)CN(C)S(=O)(=O)c1ccc(Cl)cc1
    -3, -1, 4, 2.1, 4, 4, -4, 1, -3, 1
(22) CCCNC(=O)c1cc(C2CCCN(C(=O)C3CCCCC3)C2)on1 (stereo not drawn)
    2, -1, -1, -0.6, 0, x, 3, 3, -1, -1
(23) COC(=O)c1[nH]c2cccc(OC)c2c1NC(=O)CN1CCC(C(N)=O)(N2CCCCC2)CC1
    -2, -5, 5, -0.5, 3, -3, 2, -2, 4, -1
(24) COc1ccc(N2C(=O)C3[C@@H](C2=O)C2(Cl)C(Cl)=C(Cl)C3(Cl)C2(OC)OC)cc1 (stereo partly drawn)
    0, -5, 0, -2.1, 1, -6, -2, -2, 2, 2
(25) CN1C(=O)CC(N2CCN(c3ncccn3)CC2)C1=O (stereo not drawn)
    8, -6, -5, -1.1, 0, -4, 0, 14, 6, 0
(26) Cc1nc(N2CCN(c3ccccc3)CC2)[nH]c(=O)c1Cc1ccccc1
    -2, 2, 2, -0.8, -2, 1, 4, 3, -2, 0
(27) C=CCC[C@@H](Cc1ccc(F)cc1)C(=O)OC[C@@H](Cc1c[nH]c2ccccc12)NC(=O)[C@@H](CC=C)CC(=O)N[C@@H](CO)Cc1ccccc1
    -5, 11, -13, -1.1, 2, -10, 4, -2, -5, -1
(28) CCCCCOC(=O)C1C(c2ccccc2)C(C(=O)O)C1c1ccccc1 (stereo not drawn)
    -6, 35*, 13, -2.7, 7, -7, 6, 0, 0, -1
(29) Cc1ccccc1NC(=O)N1CCCC(c2nc(-c3ccc(F)cc3)no2)C1 (stereo not drawn)
    -5, -5, -2, 1.8, 6, -11, -5, 1, -8, -1
(30) CC(C)c1nc(-c2c(N)n(C)c(=O)n(C)c2=O)sc1C(=O)C(C)(C)C
    2, -1, 4, -0.5, -4, -5, 5, 6, 2, 0
(31) CCCc1c(C)nc(N2CCN(c3ccccc3OC)CC2)[nH]c1=O
    -1, -1, 2, -2.0, 4, 5, 6, -3, 2, -1
(32) O=C(Nc1ncccc1Cl)c1cccc(F)c1
    2, -2, -2, 0.3, 6, 2, -4, 1, 3, 0
(33) COc1ccc(-n2nc(C(=O)NCC(=O)NCCCN3CC(C)CC(C)C3)c3ccccc3c2=O)cc1 (stereo not drawn)
    9, -6, -2, 0.1, -3, 3, 5, -3, -6, -2
(34) CCCN(CCc1ccccc1)C1CCc2c(O)cccc2C1 (stereo not drawn)
    -2, 0, 6, -0.2, 3, -3, 3, -3, -4, -3
(35) O=C1C2=C(SCCS2)C(=O)N1c1ccccc1
    -5, -1, 1, -2.5, 1, 2, 3, -5, -6, -2
(36) CC(=O)c1sc2c(c1OC(=O)c1ccccc1)c(=O)n(-c1ccccc1)c(=S)n2-c1ccccc1
    1, 10, -11, -0.3, -2, -1, -5, 0, -3, -1
(37) COc1ccc(CCn2c(C)cc(C(=O)CCl)c2C)cc1OC
    -4, -3, 3, -0.6, -3, 2, -2, 1, 1, 3
(38) CC(=O)Nc1ccc(/C=N/NC(=O)c2cccs2)cc1
    4, -2, 0, 0.5, -7, 6, -4, -1, 5, 1
(39) CCOC(=O)c1nc(SC)n(C)c1C(=O)OCC
    -3, -5, -3, -0.5, -1, 10, -1, -3, 1, 0
(40) Cc1cc(C)nc(NNS(=O)(=O)c2c(C)cc(C(C)(C)C)cc2C)n1
    -4, -1, 1, 0.5, 7, -6, -1, -1, 5, -1

An excerpt of these results, tab-delimited:
cpd	smiles	NR1D1 modulator	rCAG RNA binder	ABHD4 inh	PG9 binder	TCR CD3 inh	HTRA1 inhibitor	LEDGF integ inh	UHRF1 binding	MBD2 inh	PRMT1 inh
39	CCOC(=O)c1nc(SC)n(C)c1C(=O)OCC	-3	-5	-3	-0.5	-1	10	-1	-3	1	0
40	Cc1cc(C)nc(NNS(=O)(=O)c2c(C)cc(C(C)(C)C)cc2C)n1	-4	-1	1	0.5	7	-6	-1	-1	5	-1

Following part
Each structure is followed by: NR1D1 modulator, rCAG RNA binder, ABHD4 inh, PG9 binder, TCR CD3 inh, HTRA1 inhibitor, LEDGF integ inh, UHRF1 binding, MBD2 inh, PRMT1 inh
(41) CCOc1ccccc1CNc1nnnn1C
    -3, -1, -1, -3.6, 9, 2, 1, -1, 0, -4
(42) O=C(NNC(=O)c1cccc(S(=O)(=O)N2CCCCC2)c1)c1ccccc1
    -5, 3, 4, -0.5, 4, 5, 0, 0, 1, -5
(43) CN(C)N1C(=O)CC(N2CCCCC2)C1=O (stereo not drawn)
    3, 3, 0, 1.6, 0, 1, -4, 0, 4, 15
(44) CCOc1ccccc1CNC(=O)c1ccc2c(c1)N(CC)CCS2
    9, 7, 6, 0.6, 1, -8, 5, -2, 0, 23*
(45) Clc1ccc(-c2nnc3sc(-c4ccc(Br)o4)nn23)c(Cl)c1
    8, 6, 4, -3.9, -2, -1, 2, 1, -1, 4
(46) COc1ccc(CCNC(=O)C2CCN(S(=O)(=O)N3CCC4(CC3)OCCO4)CC2)cc1OC
    0, -8, -2, -0.3, -6, 0, -2, 6, 1, 2
(47) O=C(c1ccc(C(F)(F)F)cc1)C1CCCN(C(=O)CN2C(=O)CSC2=O)C1 (stereo not drawn)
    5, -4, 2, -1.5, 3, -2, 0, -4, -3, -3
(48) CN(C)S(=O)(=O)Oc1ccc(C(=O)Nc2ccc([N+](=O)[O-])cc2)cc1
    -5, -1, -1, -1.5, -1, 4, -1, 1, 3, 0
(49) CCC/C(=C1/c2ccccc2C(=O)N1c1ccccc1)c1c(C)noc1C
    -1, 1, 7, 2.7, 4, x, -3, -3, 1, -1
(50) CN(C)c1nc(N)nc(/C(C#N)=C/C2CC3C=CC2C3)n1 (stereo not drawn)
    0, 2, 11, 0.7, -3, 4, 1, -5, 0, 5
(51) COc1cc(C(=O)NC(=S)N(C)Cc2ccccc2)cc(OC)c1OC
    -1, -3, 8, 1.1, -1, x, 2, -2, 8, 4
(52) CC(=O)N1CC2(CC(c3ccccc3F)=NO2)CN1c1ccc(Cl)cc1 (stereo not drawn)
    0, 1, 0, 0.1, 4, -2, 0, 22*, 8, 0
(53) Cc1ccc(C)c(-c2nnc(NC(=O)CCS(=O)(=O)c3ccccc3)o2)c1
    8, 2, 1, -0.6, 5, 2, 4, 4, -4, 1
(54) Cc1cc(C)c(NC(=O)CS(=O)CC(=O)Nc2ccc(-n3cnnn3)c(C)c2)c(C)c1 (stereo not drawn)
    -2, 3, -1, -0.8, 13, 6, 1, 2, 1, 0
(55) CC1(C(=O)NCc2cccc3ccccc23)CCN1C(=O)C1(c2ccccc2)CCCC1 (stereo not drawn)
    -1, 3, -1, 0.9, -4, x, -6, 1, 1, 2
(56) O=C(Nc1ccc(N2CCOCC2)cc1)c1ccc(Br)o1
    0, -1, -2, -1.7, -8, 6, -10, 0, 3, 5
(57) COc1ccc(OCC(=O)Nc2ccc3c(c2)nc(CCN2CCC(C)CC2)n3C)cc1
    -2, -9, 5, -0.6, -3, 5, 1, 4, -1, -4
(58) Nc1ccn(C2OC(COC(=O)C34CC5CC(CC(C5)C3)C4)C(O)C2O)c(=O)n1 (stereo not drawn)
    3, 0, 5, 1.8, -3, 1, -1, 2, 6, 7
